NLRP3 yeast inh: NALP3 inhibition in yeast | inhibition, % at 10 µM | Yeast reconstituted NLRP3/ASC/caspase-1, beta-gal luminescence, 24 h | AID 2825 | 0.39% of 330,000 active;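 active = inhibition of 50% or more; inactive = inhibition below 50%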;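 note: plate controls were induced DMSO wells for no effect and uninduced yeast grown without galactose for full effect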
mIAP inh: blocks mouse intestinal alkaline phosphatase; inhibition, % at 10 µM; 0.2% of 330,000 active; purified mouse IAP, CDP-Star luminescence, 30 min;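 active = inhibition of at least 40% at 10 µM in the primary screen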;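 note: plate controls were DMSO with enzyme for no effect and no enzyme wells for full effect; values of inactives mirror those of a sister screen read the other way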
SENP1 inh: SENP1 (human) catalytic domain inhibition. Q9P0U3. recombinant SENP1 catalytic domain, CyPet-SUMO1-YPet FRET cleavage. inhibition, % at 10 µM. 0.21% of 360,000 active;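 active = inhibition at least 30% at 10 µM, raw YFP signal under a set limit, fluorescence ratio 0.5 to 1.5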;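 note: 0% = enzyme with DMSO and 100% = no enzyme wells; some results filed as inactive read as strong as hits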
Target sequence (Q9P0U3 419-644 limits assumed): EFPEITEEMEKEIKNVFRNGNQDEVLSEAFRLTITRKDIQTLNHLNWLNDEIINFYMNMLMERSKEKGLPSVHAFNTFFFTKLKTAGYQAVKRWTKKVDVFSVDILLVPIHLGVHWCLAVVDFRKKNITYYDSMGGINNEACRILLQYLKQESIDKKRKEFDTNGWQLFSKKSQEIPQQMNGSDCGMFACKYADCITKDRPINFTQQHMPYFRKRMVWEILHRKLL
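material = recombinant human SENP1 catalytic domain, His6-tagged | quantity = 20 pM enzyme | reagent = 25 nM SUMO1 FRET substrate | compound dosing = 10 µM single point, 0.5% DMSO | timing = 50 min enzyme reaction, room temperature, light-protected | detection = FRET, CFP and YFP emission | control set = no-enzyme low, enzyme-DMSO high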
MIN6 prolif: MIN6 beta-cell proliferation induction; MIN6 cells proliferation, ATPlite luminescence, 48 h; cells starved in 0.2% serum; 100% = growth in 10% serum; proliferation, % at 10 µM; 0.29% of 330,000 active;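 active = compounds whose signal lies at least 3.5 SD above the mean of all wells on their plate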;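 note: 0% = DMSO-treated cells in low-serum medium and 100% = 10% serum control; some compounds called inactive have numbers as strong as hits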
hIAP activ: human IAP activation; activation factor at 10 µM; P09923; AID 2524; 0.16% of 330,000 active; purified human IAP, CDP-Star luminescence, 30 min; active compounds read high; 1 = vehicle-only enzyme, 0 = enzyme-free background;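 active = activation factor of the enzyme at least 2-fold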; note: the source names both 10 and 20 µM as test concentration; values of inactives mirror those of a sister screen read the other way
Target sequence (P09923 whole entry, looked up): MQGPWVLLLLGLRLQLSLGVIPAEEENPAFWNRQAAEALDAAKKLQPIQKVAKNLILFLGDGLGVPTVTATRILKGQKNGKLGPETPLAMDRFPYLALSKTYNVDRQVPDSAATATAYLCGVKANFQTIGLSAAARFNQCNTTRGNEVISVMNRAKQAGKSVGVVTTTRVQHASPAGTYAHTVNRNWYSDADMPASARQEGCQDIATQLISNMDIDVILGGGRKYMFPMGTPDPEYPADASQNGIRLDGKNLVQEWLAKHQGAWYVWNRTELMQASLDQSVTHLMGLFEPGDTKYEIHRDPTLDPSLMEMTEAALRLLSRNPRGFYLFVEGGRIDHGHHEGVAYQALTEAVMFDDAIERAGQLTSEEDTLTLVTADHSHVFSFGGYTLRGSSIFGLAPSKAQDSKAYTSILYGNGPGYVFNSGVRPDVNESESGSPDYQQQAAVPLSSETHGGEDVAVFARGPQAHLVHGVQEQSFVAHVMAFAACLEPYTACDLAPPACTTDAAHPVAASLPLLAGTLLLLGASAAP
hIAP inh: blocks human intestinal alkaline phosphatase. 0.12% of 330,000 active. purified IAP, CDP-Star luminescence, 30 min. AID 2544. inhibition, % at 10 µM. P09923;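 active = inhibition reaching a set limit with compound at 10 µM in the primary screen, cut at about 35% in these data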;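 note: plate controls were DMSO wells with enzyme for no effect and no-enzyme buffer wells for full effect; values of inactives mirror those of a sister screen read the other way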
mIAP act: mouse IAP activation; muIAP, CDP-Star luminescence, 30 min; active compounds read high; 1 = vehicle-only enzyme signal, 0 = enzyme-free wells; activation factor at 10 µM; 0.24% of 330,000 active; AID 2805;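 active = activation factor of at least 2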; note: the source names both 10 and 20 µM as test concentration; values of inactives mirror those of a sister screen read the other way
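Assay system: mouse IAP enzyme; reagent: chemiluminescent substrate CDP-Star; dosing: test compounds delivered from DMSO solution; schedule: 30 min at room temperature; measured by: luminescence from enzymatic CDP-Star hydrolysis; controls: DMSO-only wells and no-enzyme negative control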
A3G deaminase: blocks human APOBEC3G single-stranded DNA deamination | Q9HC16 | inhibition, % at 20 µM | recombinant A3G, ssDNA deamination FAM/TAMRA fluorescence | 0.28% of 330,000 active;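 active = inhibition of at least 40% at 20 µM, with no more than 30% in the related APOBEC3A deaminase screen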;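 note: plate controls were DMSO wells with A3G for no effect and wells lacking A3G enzyme for full effect; some compounds called inactive have numbers as strong as hits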
A3A deaminase: human APOBEC3A DNA deaminase inhibition. recombinant A3A, FAM/TAMRA ssDNA deamination fluorescence. inhibition, % at 20 µM. 0.41% of 330,000 active. AID 493011;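 active = at least 40% inhibition at 20 µM here, with at most 30% in a related deaminase screen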;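 note: plate controls were A3A with DMSO for no effect and wells lacking A3A enzyme for full effect; some results filed as inactive read as strong as hits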
Target sequence (P31941 whole entry, looked up): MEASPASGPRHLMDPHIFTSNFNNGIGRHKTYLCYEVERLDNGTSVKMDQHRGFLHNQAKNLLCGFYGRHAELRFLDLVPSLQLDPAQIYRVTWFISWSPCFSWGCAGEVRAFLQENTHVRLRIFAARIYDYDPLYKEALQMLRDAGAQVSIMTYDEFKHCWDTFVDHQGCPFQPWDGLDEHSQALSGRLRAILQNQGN
* marks the source's active call; other numbers are inactive results; · = no result given. Not all compounds are listed; the hit share may differ from the screen's.

compound	NLRP3 yeast inh	mIAP inh	SENP1 inh	MIN6 prolif	hIAP activ	hIAP inh	mIAP act	A3G deaminase	A3A deaminase
O=C(COc1ccccc1)Nc1cccc2c1CCCC2	-10	-5	-1	4	1.1	-8	1	-1	-5
O=C(O)CSCNC(=O)C12CC3CC(CC(C3)C1)C2	-1	2	-1	-2	1	-4	0.98	-7	-6
CC(C)NC(=S)N/N=C/c1ccc(C(C)(C)C)cc1	-15	-1	0	-6	0.98	2	1	-3	-1
COc1ccc(Cl)cc1NC(=O)COC(=O)c1ccc(C)o1	33	3	4	-4	0.97	3	0.97	-6	5
N/C(=N\OC(=O)COc1cc(Cl)c(Cl)cc1Cl)c1ccccn1	40	7	5	1	1	-2	0.93	-4	-2
O=C1CC(c2ccsc2)Sc2ccccc2N1 (stereo not given)	-5	-16	2	3	0.99	1	1.2	-10	-5
Brc1ccccc1-c1nnc2sc(Cc3ccccc3)nn12	14	1	1	-3	1.3	-26	0.99	-1	-3
COc1ccc(NC(=O)c2c(-c3c(Cl)cccc3Cl)noc2C)c(OC)c1	-3	4	0	-2	1.1	-9	0.96	-1	0
CC(NC(=O)OCc1ccccc1)C(=O)NCC1CCCO1 (stereo not given)	8	6	1	0	0.96	4	0.94	0	-2
CCOc1ccc(-c2noc(=O)[nH]2)cc1	12	2	-1	0	1.1	-10	0.98	-1	3
COc1cc(OC)c(N2CC(C(=O)NCCC3=CCCCC3)CC2=O)cc1Cl (stereo not given)	6	-8	3	0	1	-3	1.1	-2	1
COc1cc(/C=C2/C(=O)N(c3ccc([N+](=O)[O-])cc3)N=C2N2CCOCC2)ccc1O	22	16	5	-3	0.71	29	0.84	2	4
O=S(=O)(NNC(=S)Nc1ccc(S(=O)(=O)Nc2ncccn2)cc1)c1ccc(Br)cc1	25	13	1	1	1.7	-69	0.87	-10	-3
C/C(=N\NC(=O)c1ccc(NS(=O)(=O)c2cccs2)cc1)c1ccc2c(c1)OCO2	10	6	2	-2	0.99	1	0.94	1	11
CC(=O)c1ccc(C(=O)Nc2nnc(-c3ccc(Cl)cc3)o2)cc1	17	8	1	-5	1.2	-17	0.92	-2	1
COC(=O)C(C(=O)OC)C(CC(=O)c1ccc(C)cc1)c1cc(OC)c(OC)c(OC)c1 (stereo not given)	5	7	3	0	0.99	1	0.93	-5	-2
O=C(NCC1(N2CCCCC2)CCCCC1)c1cccc(S(=O)(=O)Nc2ccc(F)cc2)c1	5	5	-6	-2	1	-3	0.95	-4	-3
Cc1ccc(S(=O)(=O)Nc2ncc(C(F)(F)F)cc2Cl)cc1	-4	6	0	1	1.1	-11	0.94	-6	-1
COC(=O)C(C)(C)ONC(=O)Nc1ccccc1	-3	-14	3	-5	0.98	2	1.1	-10	-5
O=C(CSc1nnc2c3ccccc3c3ccccc3c2n1)Nc1ccccc1	21	9	·	-4	0.85	15	0.91	-3	-4
O=C(/C=C/c1cccc(F)c1)N1CCN(c2ccccn2)CC1	22	8	-2	-2	0.94	6	0.92	-5	2
Nc1nc(SCc2nnc(SCC(=O)O)n2-c2ccccc2)nc2sc3c(c12)CCCC3	3	11	3	-2	0.8	20	0.89	-6	-2
COc1cc2c(cc1OC)CN(CC(=O)Nc1ccc(C)c(S(=O)(=O)N3CCOCC3)c1)CC2	14	1	-28	-1	1.1	-10	0.99	3	3
O=C(/C=C/c1ccccc1)OCc1cnc(Cl)s1	10	-8	1	-4	0.87	13	1.1	-7	3
COc1ccccc1CNC(=O)c1cn(C)c(=O)c2cc(OC)c(OC)cc12	4	-2	2	0	0.91	9	1	3	1
CCSc1nc2sc3c(c2c(=O)n1CC)CCC3	15	8	-2	1	1	-4	0.92	0	8
CCN(CC)CCNC(=O)c1ccc(NC(=O)c2ccc(COc3ccccc3)cc2)cc1	26	2	0	-8	1	-3	0.98	4	39
O=C(Nc1sc2c(c1-c1nc3ccccc3[nH]1)CCCC2)C1CC1	7	11	-1	-3	1.1	-6	0.89	-1	3
CC(C)OC(=O)c1cccc(NC(=O)CSc2nnc(N)s2)c1	5	-7	2	-3	1.2	-21	1.1	-9	-1
COc1cccc(CNC(=O)COc2cccc(-n3cnnn3)c2)c1	32	-2	1	3	0.85	15	1	-9	0
CSCCC1NC(=O)N(CC(=O)Nc2ccc(Br)cc2Br)C1=O (stereo not given)	-5	-8	2	-3	1.1	-12	1.1	-2	-4
CCOC(=O)C1CCN(c2c(NCc3ccc(C(=O)NC4CCCC4)cc3)c(=O)c2=O)CC1	10	4	1	0	0.94	6	0.96	-2	0
S=C(Nc1ccc(Cl)cc1)NC1CC2CCCC(C1)N2C1CCCC1 (stereo not given)	1	-96	-2	-3	0.91	9	2	-2	-8
CC1=NN(C(=O)CCc2ccc3c(c2)OCO3)C(O)(C(F)(F)F)C1 (stereo not given)	7	-1	1	5	0.89	11	1	-6	-2
Cc1ccccc1NC(=O)c1ccc(-c2ccc(Cl)cc2Cl)o1	12	-1	2	-3	0.85	15	1	-6	-4
O=S(=O)(NCCN1CCCC1)c1ccc(C(F)(F)F)cc1	16	-6	-1	-5	0.89	11	1.1	-9	-3
O=C(Nc1ccccc1)C1CC(=O)n2ncnc2N1 (stereo not given)	9	3	1	0	0.96	4	0.97	-4	-1
CN(C)S(=O)(=O)c1ccc(N2C(=O)CC2(/C=C/c2ccccc2)C(=O)NC2CCCC2)cc1 (stereo not given)	7	-14	1	-1	0.98	2	1.1	3	-4
Cc1ccc(C(=O)O)cc1-n1c(=O)n(Cc2ccccc2)c(=O)c2[nH]cnc21	-5	4	-10	5	1.1	-9	0.96	-7	-1
COc1ccccc1NC(=O)c1cc2ccccc2o1	30	-3	-2	-1	1.2	-18	1	-3	-4
O=C(O)c1cccnc1SC1CC(=O)N(c2cccc3ccccc23)C1=O (stereo not given)	12	-7	·	-1	1.1	-5	1.1	-11	-3
Fc1ccccc1NC(=S)N(CCCN1CCOCC1)Cc1cccnc1	-6	-11	0	0	1	-2	1.1	-14	-7
COc1ccc(-c2nc3n(n2)C(c2ccccc2)C2=C(CCCC2=O)N3)cc1OC (stereo not given)	11	-6	0	-3	0.94	6	1.1	-4	-2
Cc1nc2c(-c3ccc(F)cc3)c(C)nn2c(C)c1CCC(=O)N1CCN(c2ccccn2)CC1	14	-5	-1	3	0.86	14	1	-5	-2
CCOc1ccc(S(=O)(=O)NCCN2CCOCC2)c2ccccc12	31	7	0	2	0.9	10	0.93	-6	-2
O=[N+]([O-])c1ccccc1OCCCOc1cccc2cccnc12	34	3	0	-4	1.1	-10	0.97	-1	-1
CCN1CCN(C(=O)C(C)Nc2cc(Cl)c(OC)cc2OC)CC1 (stereo not given)	-3	9	2	-2	1	-1	0.91	-6	-2
O=C(CCCc1ccccc1)Nc1nnc(C(F)(F)F)s1	-1	-7	3	-3	0.91	10	1.1	-9	-3
CCCOc1ccc(N2CC(C(=O)Nc3ccccc3C(=O)NC)CC2=O)cc1 (stereo not given)	-7	-10	2	6	0.99	1	1.1	-5	0
CCOC(=O)N1CCN(C(=O)C(c2ccccc2)c2ccccc2)CC1	18	5	0	-2	1.1	-11	0.95	-4	0
COc1ccc(C2CC(=O)Oc3cc(OC)c(OC)c(OC)c32)cc1 (stereo not given)	·	-4	0	·	·	·	1	2	4
CC(C(=O)NCc1cccs1)N1CCN(S(=O)(=O)c2ccc3c(c2)OCCCO3)CC1 (stereo not given)	30	7	0	1	0.96	4	0.93	-14	-6
COc1cccc(N2C(=O)C(O)=C(C(C)=O)C2c2ccc(OC)c(OC)c2)c1 (stereo not given)	-3	7	-1	1	0.96	4	0.93	-1	-1
O=c1oc(-c2ccccc2NS(=O)(=O)c2ccccc2)nc2ccccc12	0	-7	-3	-3	1.1	-13	1.1	-1	50*
CC(C)(C)NC(=O)NC(=O)COC(=O)c1cc[n+]([O-])cc1	9	6	-2	-3	0.97	3	0.94	2	2
Cc1ccc(-n2nc(C)c(=O)c(-c3ccccc3)c2NC(=O)c2cccs2)cc1	11	3	0	0	0.94	6	0.97	-2	0
COc1cc2c(cc1OC)C(c1cccc(C)c1)CC(=O)N2 (stereo not given)	20	-2	0	-1	1	-3	1	-5	-3
O=C(NCCCN1CCOCC1)c1ccccc1NS(=O)(=O)c1ccc(F)cc1	12	-8	-2	-2	0.96	4	1.1	-8	-1
Cc1cccc(C)c1OCC(O)CNC(C)c1ccccc1 (stereo not given)	23	-6	-2	-3	0.89	11	1.1	-6	1
Cc1ccccc1OCCCC(=O)Nc1ccc2c(c1)OCO2	27	-8	-5	-2	1	-4	1.1	0	1

Single records, as listed above.
Record of O=C(Nc1ccccc1)C1CC(=O)n2ncnc2N1 (stereo not given) : NLRP3 yeast inh = 9; mIAP inh = 3; SENP1 inh = 1; MIN6 prolif = 0; hIAP activ = 0.96; hIAP inh = 4; mIAP act = 0.97; A3G deaminase = -4; A3A deaminase = -1
Record of CCOc1ccc(S(=O)(=O)NCCN2CCOCC2)c2ccccc12 : NLRP3 yeast inh = 31; mIAP inh = 7; SENP1 inh = 0; MIN6 prolif = 2; hIAP activ = 0.9; hIAP inh = 10; mIAP act = 0.93; A3G deaminase = -6; A3A deaminase = -2

The results go on.
compound	NLRP3 yeast inh	mIAP inh	SENP1 inh	MIN6 prolif	hIAP activ	hIAP inh	mIAP act	A3G deaminase	A3A deaminase
Cc1ccc(S(=O)(=O)N2CCN(CCc3ccncc3)CC2)cc1	23	-8	-1	-2	1.1	-12	1.1	-5	0
CCOC(=O)[C@@H]1[C@H]2COc3cc(OC)ccc3[C@@H]2N2C(=O)N(c3cccc(F)c3)C(=O)[C@]12C	-7	-6	3	-8	0.95	5	1.1	4	0
Cc1ccc(S(=O)(=O)CC(=O)N2CCOCC2)cc1	-6	-1	1	-3	1.2	-16	1	0	16
CC(=O)n1cc(C(C[N+](=O)[O-])SCCN)c2ccccc21 (stereo not given)	43	1	-6	-6	1	0	0.99	-5	-4
Nc1nc2c(nc(Br)n2[C@@H]2O[C@@H]3COP(=O)(O)O[C@H]3[C@H]2O)c(=O)[nH]1	13	-13	1	0	1	-2	1.1	-4	0
Cc1ccc(C(=O)Nc2nnc(-c3ccncc3)s2)o1	4	2	-7	-2	0.96	4	0.98	-5	-6
CCCC1(C(=O)OCC)NC(c2ccco2)C2C(=O)N(C)C(=O)C21 (stereo not given)	-4	2	-1	0	1.2	-16	0.98	-4	6
Cc1cc(C(=O)N/N=C/c2cccn2C)n[nH]1	3	4	-2	4	0.77	23	0.96	-3	-1
CCN1CCN(CCNC(=O)C2CCN(Cc3nc(-c4ccc(Cl)cc4)oc3C)CC2)CC1	7	-14	·	-6	0.92	8	1.1	-3	-1
COC(=O)c1ccc(CNC(=O)CN(CCC(C)C)S(=O)(=O)c2ccc3c(c2)OCCO3)cc1	9	12	1	-1	0.86	14	0.88	-5	-1
O=C(COC(=O)CCC(=O)c1ccc(F)cc1)Nc1cccc(S(=O)(=O)N2CCCC2)c1	4	1	5	-1	0.99	1	0.99	-8	-3
Cc1cccc(-n2cc[nH]c2=S)c1C	25	-2	6	0	1.2	-24	1	3	-1

Screens from PubChem BioAssay.
